Screens as filed in PubChem.
TRPM1 prom inh = inhibitors of MITF-driven TRPM1 promoter in melanoma cells. SK-MEL-5 TRPM1 promoter luciferase, 24 h. inhibition, % at 12.5 µM. 330,000 tested, 0.83% active. AID 488899;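 active means mean inhibition across replicates of 60% or more, whatever share of single replicates reaches that level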; further: values of inactives mirror those of a sister screen read the other way
CF NFkB inh = blocks PAF-induced NF-kB reporter in cystic fibrosis cells. 360,000 tested, 0.86% active. AID 588850. inhibition, % at 5 µM. KKLEB NF-kB-GFP reporter, GFP fluorescence overnight;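 active means at least 50% inhibition at 5 µM, scaled per plate between neutral and stimulator controls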;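 further: PAF is a Pseudomonas aeruginosa culture filtrate used as stimulus; plate controls were PAF-stimulated DMSO wells for no effect and unstimulated DMSO wells for full effect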
Shn3 3UTR inh = Schnurri-3 reporter inhibition in Clone20 osteoblasts; Clone20 osteoblast Shn3 3'UTR firefly luciferase, 24 h; inhibition, % at 12.5 µM; 360,000 tested, 0.52% active;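 active means mean inhibition of at least 75% with every replicate also reaching 75%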;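 further: 0% = median of neutral control wells and 100% = pilot-screen positive control compound; some compounds past the cut are filed as inactive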
NR2E3 ag-1 = agonists of human nuclear receptor NR2E3 | AID 2300 | inhibition of corepressor binding, % at 4.78 µM | Q9Y5X4 | GST-NR2E3/biotin-RetCOR TR-FRET, 1536-well | 320,000 tested, 0.12% active;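 active means percent inhibition above the cutoff of mean plus 3 SD of all tested compounds, set per screening campaign, cut at about 20% in these data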;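 further: 0% = DMSO wells and 100% = biotin wells as full block of FRET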
Target sequence (Q9Y5X4 whole entry, looked up): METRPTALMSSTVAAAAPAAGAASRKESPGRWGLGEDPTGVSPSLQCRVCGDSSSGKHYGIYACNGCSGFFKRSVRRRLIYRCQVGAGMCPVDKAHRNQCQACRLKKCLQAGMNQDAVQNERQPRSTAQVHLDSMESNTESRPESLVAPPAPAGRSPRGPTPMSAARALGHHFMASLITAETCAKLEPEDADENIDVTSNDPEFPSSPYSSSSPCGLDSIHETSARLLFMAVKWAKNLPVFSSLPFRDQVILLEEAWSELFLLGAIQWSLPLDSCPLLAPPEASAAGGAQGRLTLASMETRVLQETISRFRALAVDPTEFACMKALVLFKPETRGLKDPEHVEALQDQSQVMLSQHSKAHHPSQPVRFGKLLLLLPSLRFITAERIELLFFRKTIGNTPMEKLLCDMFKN
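System: GST-tagged NR2E3 plus biotinylated RetCOR corepressor; Amount: 1.35 nM GST-tagged NR2E3 final; Dosing: single nominal compound dose of 4.8 µM; Schedule: 5 h incubation at 4 °C; Technique: TR-FRET with europium anti-GST and streptavidin-D2, 340 nm excitation; Controls: biotin wells as high control, 0.6% DMSO wells as low control.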
TWEAK-Fn14 inh = inhibitors of TWEAK-Fn14 interaction signaling; TWEAK-stimulated Fn14 reporter cells, luciferase luminescence, 8 h; inhibition, % at 10 µM; 360,000 tested, 2% active; in the data active means inhibition above about 50%
NR2E3 ag-2 = activates human NR2E3 receptor | Q9Y5X4 | CHO-S Gal4-NCOR/VP16-NR2E3 two-hybrid, luciferase | inhibition of corepressor binding, % at 3.98 µM | 360,000 tested, 0.35% active | AID 602229;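 active means inhibition above the mean of all tested compounds plus 3 SD, cut at about 70% in these data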;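 further: 0% = DMSO with NR2E3 transfected cells and 100% = cells lacking NR2E3 construct; higher means lower luciferase signal from less NR2E3 corepressor binding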
HIF-2a block = HIF-2a inhibition | 786-0 RCC cells HIF-2a reporter, luciferase luminescence, overnight | inhibition, % at 18.8 µM | 360,000 tested, 0.72% active | AID 624352;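 active means inhibition of the luminescence signal of 40% or more relative to plate controls, in a single-dose primary screen at 18.75 µM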
Peg3 promoter = inhibitors of Peg3 promoter; HeLa PEG-Prom luciferase reporter, luminescence, overnight; inhibition, % at 20 µM; 360,000 tested, 1.7% active; AID 588405;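 active means inhibition of at least 50% at 20 µM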
hiPSC survival = increases survival of single human iPS cells | survival enhancement, % at 20 µM | 360,000 tested, 0.044% active | AID 602274 | hiPSC single-cell survival, ATPlite luminescence; 100% = ROCK inhibitor wells, 0% = DMSO; in the data active means survival enhancement above about 18%;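 further: cells exposed to compounds for 16 hours before the ATP read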
KKLEB tox = counter-screen for CF NF-kB inhibitors: cytotoxicity | activity change (cytotoxicity), % at 5 µM | KKLEB CF airway cells viability, ATPlite luminescence, overnight; stronger effect = lower value; cells stimulated with P. aeruginosa culture filtrate | 360,000 tested, 0.36% active;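 active means corrected activity change at or below -50% at 5 µM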
aDG glyco act = increases alpha dystroglycan glycosylation; Pro5-aDG cells, alpha-DG glycosylation AlphaScreen (IIH6); 0% Pro5, 100% B10-LARGE cell signal; 360,000 tested, 0.22% active; activation, % at 10 µM; AID 624168;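 active means activation of at least 8% versus controls, or a plate z-score of at least 8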;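 further: Pro5 are CHO cells carrying HIG-tagged alpha-DG that lacks glycosylation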
* hit, by the source's call; . = no result given. Hits appear at their usual frequency; 4.4% or so of the library scored in one or more.

SMILES | TRPM1 prom inh | CF NFkB inh | Shn3 3UTR inh | NR2E3 ag-1 | TWEAK-Fn14 inh | NR2E3 ag-2 | HIF-2a block | Peg3 promoter | hiPSC survival | KKLEB tox | aDG glyco act
CCC(=O)NC(=S)Nc1ccccc1F | -3 | 17 | 1 | 6 | -8 | -28 | -11 | -10 | -1.4 | -8 | 0.4
COc1ccc(C(=O)N/C(=C\c2ccc(Cl)cc2)C(=O)NCCN2CCOCC2)cc1 | . | -11 | 1 | . | -4 | -4 | 5 | 2 | -0.8 | -18 | 0.0
N#CC1=C(N)N=C(SCc2ccccc2)C(C(N)=O)C12CCCCC2 (stereo not drawn) | 7 | 0 | -9 | 1 | 1 | -4 | 1 | 7 | 2.6 | 10 | 0.1
COc1ccc(NS(=O)(=O)c2cc(NC(=O)c3nc4nc(C)cc(C)n4n3)ccc2C)cc1 | 0 | -6 | 1 | -2 | 31 | -4 | 15 | 1 | 0.4 | 1 | -0.4
COc1ccc(N(CC(=O)N/N=C/c2cccc(OC)c2OC)S(=O)(=O)c2ccccc2)cc1 | 0 | 7 | -11 | -1 | 8 | -1 | 23 | 6 | 0.1 | -12 | 0.0
Cc1ccc(C)c(N2CCN(C(=O)C3CCCN(S(=O)(=O)c4c(C)[nH]c(=O)[nH]c4=O)C3)CC2)c1 (stereo not drawn) | -9 | 2 | -10 | 0 | -14 | -40 | 8 | 0 | 2.0 | -2 | 0.1
C=CCSc1nc(-c2ccc(OC)cc2)c(C#N)c(=O)n1CC=C | 0 | 30 | 0 | . | 46 | -1 | -7 | 43 | 1.9 | -6 | 0.2
O=C(CCC(=O)N(CC(=O)NC1CCCCC1)Cc1ccccc1)Nc1ccccn1 | 6 | 6 | -1 | 1 | 4 | -23 | 8 | 2 | -0.5 | -1 | 0.2
CCOC(=O)CC1(NC(=O)c2cc(COc3c(F)cccc3F)on2)CCCCC1 | -2 | -14 | 37 | -2 | -2 | -8 | -3 | 17 | -0.3 | -11 | 0.1
CC1(C)CC(NC(=O)c2cc([N+](=O)[O-])cc([N+](=O)[O-])c2)CC(C)(C)N1 | 14 | -16 | 2 | 1 | 0 | -13 | 9 | -11 | -0.5 | 5 | 0.0
O=C(CSc1ccc(-c2cccnc2)nn1)Nc1ccccc1C(F)(F)F | -8 | -14 | -12 | 1 | -17 | 2 | 12 | 12 | 0.8 | 12 | 0.4
CCOc1ccc(NS(=O)(=O)c2ccc(NC(=S)NC(=O)C(C)C)cc2)cc1 | 1 | -12 | -9 | 3 | 7 | 1 | 15 | 6 | -2.6 | -1 | 0.4
COC(=O)c1cc(-c2ccc(Cl)cc2)n(-c2ccc(S(N)(=O)=O)cc2)n1 | 1 | -1 | 0 | 0 | 7 | -11 | 16 | 6 | -0.3 | 9 | 0.4
COc1cccc(C(O)c2ncc(-c3cccc4ccccc34)[nH]2)c1 (stereo not drawn) | . | 1 | 3 | . | 8 | -14 | 5 | 2 | -2.0 | -4 | 0.0
COc1ccccc1CNC(=O)CN1C(=O)NC(c2ccccc2)(c2ccc(C)c(C)c2)C1=O (stereo not drawn) | 25 | 0 | 11 | . | 9 | 36 | 8 | 3 | -0.5 | 6 | 0.2
CCOC(=O)C(C)c1n[nH]c(=O)c2ccccc12 (stereo not drawn) | -2 | -8 | 11 | 0 | 1 | -14 | 11 | 17 | -0.5 | 19 | 0.1
Cc1ccc(/C=C2/SC(=O)N(CC(=O)N3CCOCC3)C2=O)s1 | -15 | 11 | -33 | -6 | -15 | -60 | -43 | -40 | -0.1 | -10 | -0.2
COc1ccc(-n2nc(C(=O)NCC(=O)NCc3ccc(F)cc3)c3ccccc3c2=O)c(OC)c1 | 1 | -2 | -3 | . | 8 | -43 | -3 | 18 | 0.1 | -7 | -0.5
CC(C)n1nc(C(=O)NNC(=O)c2ccncc2)c2ccccc2c1=O | 0 | 3 | 1 | 5 | -30 | 24 | -1 | 12 | 1.3 | -14 | 0.0
COc1ccc(S(=O)(=O)NCC(=O)N(CC2CCCO2)C(C(=O)NC2CCCC2)C(C)C)cc1 (stereo not drawn) | -3 | 4 | -3 | 0 | 27 | -17 | 2 | 8 | 0.0 | 10 | -0.1
O=C(Nc1ccc2c(c1)OCO2)c1cncc(Br)c1 | -9 | 16 | -35 | -3 | 6 | -35 | -245 | -180 | 1.3 | 7 | 0.0
COc1ccc(Cc2nc3ccc(C(=O)NCCCSC)cc3o2)cc1OC | -28 | -2 | -46 | 5 | -20 | -84 | -200 | -186 | 1.6 | 23 | 0.0
CCc1noc(C)c1C(=O)NNC(=O)c1cc(OC)c(OC)c(OC)c1 | -5 | 3 | -6 | 1 | 0 | -21 | 9 | -5 | -0.1 | -15 | -0.2
COc1ccc(C(=O)NCC(=O)OCC(=O)Nc2cc(OC)ccc2OC)cc1 | 2 | 4 | 2 | 1 | -2 | 13 | 23 | 15 | 8.7 | 2 | 0.8
CC(=O)Nc1ccc(Nc2nc(C)nc3c2nnn3Cc2ccccc2Cl)cc1 | 6 | 17 | 6 | -2 | 12 | -14 | 22 | 46 | -0.9 | -7 | 0.0
CC1CC1C(=O)OCC(=O)NCc1ccc(Cl)cc1 (stereo not drawn) | -1 | 7 | -12 | -2 | 8 | 0 | 7 | 12 | 2.9 | 1 | -0.1
COc1ccc(-c2noc(CN(C)C(=O)CCCN3C(=O)[C@H]4CC=CC[C@H]4C3=O)n2)cc1 | . | -16 | -8 | . | 17 | 7 | 2 | 11 | -4.1 | 23 | 0.6
CC(=O)N(Cc1ccc(Br)cc1)c1ccccc1C(=O)O | -24 | -41 | -8 | 0 | 8 | 9 | 10 | 12 | 0.7 | 8 | 0.0
O=C(NC1CCCC1)C(c1ccc(F)cc1)N(Cc1ccc(F)cc1)C(=O)CCl (stereo not drawn) | 28 | 20 | -10 | 0 | -2 | -4 | 21 | 20 | -1.7 | -2 | 0.5
CC1(C)S/C(=N/N=C/c2ccco2)NC1=O | -10 | -3 | 19 | 1 | -5 | 2 | 4 | 6 | 3.3 | 6 | 0.1
O=C1NC(c2cccs2)C(C(=O)c2ccccc2)C(O)(C(F)(F)F)N1 (stereo not drawn) | 12 | 13 | -7 | 0 | 9 | -21 | 11 | 4 | -1.2 | 1 | 0.1
COCCNC(=O)c1c[nH]c2cc(OC)c(OC)cc2c1=O | 0 | -13 | -21 | 1 | -22 | -6 | 11 | 12 | 5.4 | 0 | -0.2
Cc1c(O)ccc2c(CN3CCOCC3)cc(=O)oc12 | 0 | 3 | -3 | -3 | -6 | 16 | -8 | 2 | -0.5 | -7 | -0.2
CCOC(=O)CCCCNC(=O)Nc1ccccc1 | 7 | 8 | 8 | -2 | 23 | -19 | 2 | -7 | 0.1 | 10 | 0.5
COC(=O)C1=NN(c2ccc(Cl)cc2)C2C(=O)N(c3ccccc3OC)C(=O)C12 (stereo not drawn) | -6 | -20 | -58 | 3 | -24 | -8 | 6 | 20 | -0.8 | 18 | 0.0
CC(C)(C)c1ccc(S(=O)(=O)NNC(=O)C2CCN(Cc3cccc(F)c3)CC2)cc1 | -3 | 19 | -19 | 0 | -2 | -5 | 11 | 12 | -1.1 | -18 | -0.5
COC(=O)CN1C(=S)N(c2ccc(OC)cc2)C(=O)/C1=C/c1cccs1 | 12 | -7 | 22 | 0 | -26 | -22 | 12 | 14 | -1.6 | 4 | -0.4
O=C(NCc1ccco1)C(c1ccncc1)N(C(=O)Cn1nnc2ccccc21)c1ccccc1F (stereo not drawn) | 1 | -14 | -11 | 2 | 3 | 9 | 1 | -5 | 0.8 | 11 | 0.0
CN1CCN(CCCNc2c(C=O)c(=O)[nH]c3ccccc23)CC1 | 1 | 7 | -25 | . | -17 | -29 | 4 | 9 | 2.1 | -1 | -0.1
Cc1cccc(C)c1-n1nnnc1C(c1cccc2ccccc12)N1CCN(C/C=C/c2ccccc2)CC1 (stereo not drawn) | . | 22 | 14 | . | 8 | 5 | 2 | -38 | -0.9 | -13 | -0.3
O=S1(=O)CCS(=O)(=O)C1c1ccccc1 | -8 | 20 | -4 | 0 | 17 | 16 | 6 | 7 | -0.2 | -11 | 0.2
CCCC(=O)N1CCC1(C)C(=O)Nc1ccc2nc(C)ccc2c1 (stereo not drawn) | . | -19 | -11 | . | -3 | -33 | -96 | -34 | 1.0 | -4 | 0.2
CS(=O)(=O)N1CCC2(CC1)OCCN2S(=O)(=O)c1ccccc1 | -8 | -7 | -3 | 1 | 0 | -3 | 8 | -4 | -0.2 | 2 | -0.1
COc1ccc(CCNCCC(=O)Nc2c(C)cc(C)cc2C)cc1OC | 18 | 17 | -15 | 5 | -10 | 1 | 10 | 13 | -0.8 | 0 | 0.1
COc1ccc(CN(C)CC(=O)NC(C)c2ccccc2)cc1OC (stereo not drawn) | 6 | 2 | 6 | 0 | -6 | 1 | 19 | 13 | 0.2 | -8 | -0.1
COCCN1C[C@@H](CO)O[C@@H](n2cnc3c(NCc4ccc(F)cc4)ncnc32)C1 | . | 6 | -7 | . | 1 | -9 | 18 | 7 | 5.7 | 0 | -0.4
COc1ccccc1-c1ocnc1C(=O)N1CCN(S(=O)(=O)c2ccc(NC(C)=O)cc2)CC1 | 5 | -20 | 7 | 2 | 22 | 8 | 10 | 9 | -0.1 | 7 | 0.0
CC1CCC(CN2CCN=C2N(C)C)CC1 (stereo not drawn) | 5 | -18 | -2 | -1 | -5 | 9 | 6 | 20 | -2.3 | 6 | -0.3
CS(=O)(=O)N(CCc1ccccc1)CC(=O)NCc1cccnc1 | -11 | -11 | -3 | 0 | 6 | -1 | 11 | -2 | -2.8 | 15 | -0.2
CCCc1nc2c(C)cc(Br)cn2c1Cc1ccsc1 | . | 6 | -2 | . | 21 | -26 | -38 | -54 | 1.1 | -17 | -0.1
COc1ccc(-c2cc(Cl)cc3c(=O)c4ccccc4n(C)c23)cc1F | -4 | -92 | 4 | 4 | -2 | 16 | -4 | 24 | -1.1 | -18 | 1.0
CCOC(=O)c1cc(OC(=O)c2cccs2)n(-c2ccccc2)n1 | 2 | 8 | 0 | -1 | 4 | 4 | 27 | 7 | -1.2 | -2 | 0.0
COC(=O)c1ccccc1NC(=O)C(=O)NCc1ccncc1 | -13 | -17 | 8 | -2 | -10 | -10 | 3 | 13 | -2.7 | -1 | 0.5

Ordered by length of the SMILES (rising): part of the list above.
SMILES | TRPM1 prom inh | CF NFkB inh | Shn3 3UTR inh | NR2E3 ag-1 | TWEAK-Fn14 inh | NR2E3 ag-2 | HIF-2a block | Peg3 promoter | hiPSC survival | KKLEB tox | aDG glyco act
CC1CCC(CN2CCN=C2N(C)C)CC1 (stereo not drawn) | 5 | -18 | -2 | -1 | -5 | 9 | 6 | 20 | -2.3 | 6 | -0.3
O=S1(=O)CCS(=O)(=O)C1c1ccccc1 | -8 | 20 | -4 | 0 | 17 | 16 | 6 | 7 | -0.2 | -11 | 0.2
COc1ccc(CCNCCC(=O)Nc2c(C)cc(C)cc2C)cc1OC | 18 | 17 | -15 | 5 | -10 | 1 | 10 | 13 | -0.8 | 0 | 0.1
